# Screening data as filed in PubChem BioAssay.
# SMARCA2 activ – activators of SMARCA2 function | MG213 cells, MMTV-luciferase reporter, dexamethasone, overnight | activation, % at 9.1 µM | 370,000 compounds, 1% hits | AID 652017; in the data active means activation above about 7.8%;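 further: 0% = vehicle wells and 100% = reference activator wells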
# MBD2 inh – inhibitors of human MBD2 binding to methylated oligonucleotide; Q9UBB5; TR-FRET; inhibition, % at 4.4 µM; 370,000 compounds, 0.31% hits; in the data active means inhibition above about 13%
# Target sequence (Q9UBB5 whole entry, looked up): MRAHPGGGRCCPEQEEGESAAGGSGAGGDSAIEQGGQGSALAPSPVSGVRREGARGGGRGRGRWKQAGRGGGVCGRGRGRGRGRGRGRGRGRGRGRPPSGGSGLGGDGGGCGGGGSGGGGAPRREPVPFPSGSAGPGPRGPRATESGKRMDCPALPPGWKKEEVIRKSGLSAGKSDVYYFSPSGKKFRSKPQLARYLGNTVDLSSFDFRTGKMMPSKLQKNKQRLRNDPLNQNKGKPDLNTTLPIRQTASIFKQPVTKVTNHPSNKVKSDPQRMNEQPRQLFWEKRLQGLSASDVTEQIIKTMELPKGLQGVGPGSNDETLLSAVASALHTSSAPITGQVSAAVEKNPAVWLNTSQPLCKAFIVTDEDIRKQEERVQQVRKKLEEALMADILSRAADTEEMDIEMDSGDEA
# ADAM17 inh – ADAM17 inhibition, QFRET primary screen; P78536; recombinant ADAM17, EDANS/DABCYL FRET peptide cleavage; inhibition, % at 6.95 µM; 370,000 compounds, 0.83% hits;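 active means inhibition above the mean of compounds lying between control limits plus 3 SD, set per campaign, cut at about 8.5% in these data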;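 further: 0% = DMSO-only wells as the low control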
# Target sequence (P78536 215-824 limits assumed): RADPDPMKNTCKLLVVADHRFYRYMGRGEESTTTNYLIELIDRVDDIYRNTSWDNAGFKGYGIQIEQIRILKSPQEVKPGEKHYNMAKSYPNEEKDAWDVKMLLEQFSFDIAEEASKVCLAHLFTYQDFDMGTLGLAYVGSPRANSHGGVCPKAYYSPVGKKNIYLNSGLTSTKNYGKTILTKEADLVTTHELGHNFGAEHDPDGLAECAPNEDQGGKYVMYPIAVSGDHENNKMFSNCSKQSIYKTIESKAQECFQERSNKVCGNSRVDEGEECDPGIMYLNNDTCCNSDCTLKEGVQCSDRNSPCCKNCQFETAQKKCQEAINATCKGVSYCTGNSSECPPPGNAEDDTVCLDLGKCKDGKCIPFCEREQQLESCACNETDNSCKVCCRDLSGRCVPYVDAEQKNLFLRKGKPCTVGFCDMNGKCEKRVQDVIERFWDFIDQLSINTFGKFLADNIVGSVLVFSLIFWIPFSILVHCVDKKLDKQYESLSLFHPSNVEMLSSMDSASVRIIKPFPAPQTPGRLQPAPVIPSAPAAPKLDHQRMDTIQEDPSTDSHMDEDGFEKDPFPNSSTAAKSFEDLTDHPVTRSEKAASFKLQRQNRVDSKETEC
# hcDAF-12 act – H. contortus DAF-12 activation, primary screen. HEK293 hcDAF-12 lit1-tk-luc reporter, luminescence; 0% DMSO, 100% Δ7-dafachronic acid. activation, % at 6.8 µM. 370,000 compounds, 1.4% hits. AID 652067;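 active means activation above the mean of all tested compounds plus 3 SD, cut at about 5.5% in these data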;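 further: 100% = response to 3 µM Δ7-dafachronic acid high control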
# ssDAF-12 act – activates DAF-12 receptor from parasite S. stercoralis | activation, % at 6.8 µM | AID 652126 | 370,000 compounds, 1% hits | HEK293 ssDAF-12/GRIP1 lit1-tk-luc reporter, luminescence; % of 3 µM dafachronic acid response;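 active means activation above the mean over all tested compounds plus 3 SD, cut at about 0.9% in these data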;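 further: 0% = DMSO-only wells and 100% = 3 µM delta7-dafachronic acid wells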
# PLCg1 inh – PLC-gamma1 (human) inhibition, primary screen | 370,000 compounds, 0.84% hits | inhibition, % at 12.2 µM | P19174 | purified PLC-gamma1, fluorogenic substrate, fluorescence; in the data active means inhibition above about 9.5%
# hgDAF-12 ag – agonists of H. glycines DAF-12 nuclear receptor; HEK293 GAL4-hgDAF12 UAS-luciferase reporter, agonist luminescence; normalized to butyrate control; activation, % at 6.8 µM; 370,000 compounds, 1.8% hits;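 active means activation above a cutoff set at the mean of all screened compounds plus 3 SD, cut at about 10% in these data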;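 further: 0% = DMSO wells and 100% = sodium butyrate wells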
# DAX1 inh-1 – inhibits human nuclear receptor DAX1 | P51843 | HEK293 Gal4-DAX1 luciferase reporter, luminescence | inhibition, % at 6.75 µM | 340,000 compounds, 0.99% hits | AID 504766;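 active means inhibition above the mean over all tested compounds plus 3 SD, cut at about 4.2% in these data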;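 further: 0% = DAX1-transfected cells with DMSO and 100% = empty-vector control cells with DMSO; inhibition shows as a rise in luminescence from relieved DAX1 repression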
# PLCb3 inh – blocks human PLC-beta3 enzyme activity | Q01970 | Purified PLC-beta3, fluorogenic substrate, fluorescence | inhibition, % at 12.2 µM | 370,000 compounds, 0.18% hits | AID 720704; in the data active means inhibition above about 11%;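 further: 0% = median of compound wells on plate and 100% = full blocker control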
# NR1D1 modulator – modulators of human Rev-erb alpha DNA binding; P20393; activity, % at 10 µM; Rev-erbα–FITC-DNA binding, fluorescence polarization, 90 min; 370,000 compounds, 0.79% hits; AID 1259318;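 active means activity above about 14%, limit read from the data; passing the limit was not always enough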;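 further: 0% = DMSO wells with 35 nM protein and 100% = DMSO wells with 750 nM protein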
# DAX1 inh-2 – inhibitors of DAX1 repression of SF-1 activated StAR promoter; HEK293T StAR-luciferase reporter, SF-1/DAX-1 repression relief; inhibition, % at 6.8 µM; 370,000 compounds, 1.1% hits; AID 652010;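 active means inhibition above the mean over all tested compounds plus 3 SD, cut at about 3.6% in these data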;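 further: 0% = DAX-1 cells with DMSO and 100% = cells lacking DAX-1 with DMSO; higher inhibition means more luminescence from relief of DAX-1 repression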
# An asterisk follows results filed as active; i = inactive; . = no result given.
[1] COC(=O)c1ccccc1NC(=O)CSc1nc2c(c(=O)[nH]1)CCC2
[2] O=C(O)CCCC(=O)N1CCOCCOCCOCCOCC1
[3] CCOc1ccc(CCN2C(=O)C(=O)N([C@@H](CC(C)C)CN3CCC[C@H]3CN3C(=O)C(=O)NC[C@@H]3CC(C)C)C[C@@H]2CC(C)C)cc1
[4] O=C(COc1ccc2ccccc2c1)NC1=NCCS1
[5] COc1ccc(OC)c(S(=O)(=O)N2CCCC(C(=O)NCc3ccccn3)C2)c1 (stereo not drawn)
Assay by compound,1,2,3,4,5
SMARCA2 activ,-3,-4,-4,5,-4
MBD2 inh,3,12,-6,-2,-3
ADAM17 inh,-2,-9,1,0,-4
hcDAF-12 act,0.2,3.7,0.2,3.7,-1.4
ssDAF-12 act,-1.2,-0.5,-0.8,0.1,-0.6
PLCg1 inh,-2,2,5,-4,2
hgDAF-12 ag,1.1,6.3,2.4,8.3,1.1
DAX1 inh-1,0.3,0.3,.,2.1,0.1
PLCb3 inh,-7,-5,2,-1,-8
NR1D1 modulator,1,6,3,-3,4
DAX1 inh-2,0.0,0.1,-1.3,1.4,-0.7

[6] CCC(c1nc2ccccc2c(=O)n1-c1nc2ccccc2s1)N1C(=O)c2ccccc2C1=O (stereo not drawn)
[7] COC(=O)[C@@]12C[C@@H](CC(=O)N3CCCCC3)C(=O)N(CCc3ccc(OC)c(OC)c3)C1=CCC(C)(C)C2
[8] CCCNC(=O)c1cc2c(c(-c3cccc(-c4ccccc4F)c3)n1)[C@@H](CCO)N(C(=O)CC1CC1)C2
[9] Cc1ccc(/C=C/C(=O)c2nc3ccccc3[nH]2)cc1
[10] N#CC1=C2SCN(Cc3ccco3)CN2C(=O)CC1c1ccc(Cl)cc1 (stereo not drawn)
Assay by compound,6,7,8,9,10
SMARCA2 activ,2,0,0,-1,2
MBD2 inh,-4,-2,-1,-3,-4
ADAM17 inh,1,-4,3,0,0
hcDAF-12 act,-1.3,0.3,-2.8,-2.9,-0.4
ssDAF-12 act,-1.3,-1.1,-1.8,-1.3,-1.1
PLCg1 inh,-6,2,-2,-14,-13
hgDAF-12 ag,3.9,-0.4,-2.4,-1.4,1.3
DAX1 inh-1,1.1,.,.,1.0,-0.5
PLCb3 inh,0,1,2,-17,-16
NR1D1 modulator,-3,-1,-2,3,7
DAX1 inh-2,0.4,-0.1,-1.9,-0.8,0.3

[11] Cc1ccc(OCCCC(=O)Nc2nnc(C3CCCO3)s2)c(C)c1 (stereo not drawn)
[12] Cc1cccc(NC(=O)CC(=O)Nc2cccc(C)c2)c1
[13] CCn1c(SCC(=O)Nc2nnc(C)s2)nnc1-c1ccncc1
[14] Cc1ccc(S(=O)(=O)N2CCN(S(C)(=O)=O)C2)cc1
[15] CCN(CC(=O)Nc1cc(S(=O)(=O)N2CCCCC2)ccc1C)Cc1ccccc1
Assay by compound,11,12,13,14,15
SMARCA2 activ,1,-2,-2,-2,-4
MBD2 inh,0,-4,-2,3,1
ADAM17 inh,-1,-3,-4,-7,-1
hcDAF-12 act,-1.6,-1.5,-0.4,0.5,-2.9
ssDAF-12 act,-1.4,-1.7,-0.9,-1.4,-1.6
PLCg1 inh,2,5,-2,-1,0
hgDAF-12 ag,0.9,3.2,1.0,-0.1,-2.1
DAX1 inh-1,-0.3,-1.2,2.5,-1.0,-1.9
PLCb3 inh,-3,-3,-1,1,-1
NR1D1 modulator,-1,4,0,-2,-2
DAX1 inh-2,0.6,-0.4,-0.6,0.2,-5.2

[16] S=C1COC(c2ccccc2)N1c1ccccc1 (stereo not drawn)
[17] Cc1ccc(C)c(NC(=O)CN(C)C(=O)c2cc3ccccc3oc2=O)c1
[18] COCCN1C(=O)CCC1(C)c1nnnn1-c1c(C)cccc1C (stereo not drawn)
[19] O=C(CSc1nc(-c2cccs2)cc(C(F)(F)F)n1)NCCCN1CCOCC1
[20] Cc1ccc(Oc2nc3c(c(=O)n(Cc4ccccc4F)c(=O)n3C)n2C)cc1
Assay by compound,16,17,18,19,20
SMARCA2 activ,4,1,-3,3,5
MBD2 inh,1,3,6,-3,2
ADAM17 inh,0,0,-6,-6,1
hcDAF-12 act,-0.3,3.2,0.3,1.7,-1.3
ssDAF-12 act,-0.8,-0.5,-0.9,-0.4,-0.6
PLCg1 inh,1,1,3,-1,7
hgDAF-12 ag,1.1,6.3,-3.3,1.2,0.4
DAX1 inh-1,0.6,1.1,.,-0.5,-0.5
PLCb3 inh,7,-2,0,0,4
NR1D1 modulator,-1,2,1,3,2
DAX1 inh-2,0.6,5.9*,-0.3,-0.5,-0.2

[21] COc1ccc(C(=O)c2sc(Nc3ccccc3)nc2C)cc1
[22] CCC(c1nnnn1-c1ccc2c(c1)OCCO2)N1CCN(c2ccc(OC)cc2)CC1 (stereo not drawn)
[23] CC(=O)Nc1cccc(C(=O)N2CCC(n3nccc3NC(=O)CC(C)C)CC2)c1
[24] CCc1oc(C(=O)OC)cc1CSC(=N)N
[25] O=C(CN1C(=O)S/C(=C\c2ccc(F)cc2)C1=O)Nc1cccc(S(=O)(=O)NCc2ccco2)c1
Assay by compound,21,22,23,24,25
SMARCA2 activ,2,-8,0,1,-2
MBD2 inh,-7,2,2,7,-3
ADAM17 inh,7,0,-2,-5,9.2*
hcDAF-12 act,-1.0,-3.2,2.2,-1.4,-0.3
ssDAF-12 act,-1.4,-1.2,-0.8,-1.3,-2.0
PLCg1 inh,-74,-1,1,-2,1
hgDAF-12 ag,6.6,-5.6,1.2,3.0,-0.9
DAX1 inh-1,0.1,.,0.8,0.9,-0.5
PLCb3 inh,-102,-4,-9,-7,3
NR1D1 modulator,8,-3,-3,7,-2
DAX1 inh-2,0.5,-2.6,1.6,0.3,-1.0

[26] CC(C)C(=O)Nc1ccc(C(=O)NCc2cccnc2)cc1
[27] CCc1nnc(NS(=O)(=O)c2ccc(NC(=O)/C=C/C(=O)O)cc2)s1
[28] CC(NC(=O)c1cc([N+](=O)[O-])cc([N+](=O)[O-])c1)c1ccc(-n2ccnc2)cc1 (stereo not drawn)
[29] C[C@H](CO)N1C[C@H](C)[C@H](CN(C)C(=O)c2ccccc2)OCc2ccccc2-c2c(n(C)c3ccccc23)C1=O
[30] CCCCCCCCN1C(=O)[C@@H](CC(=O)NCCC(C)C)C[C@@]2(C(=O)OC)C1=C[C@H](C(C)(C)C)O[C@@H]2C
Assay by compound,26,27,28,29,30
SMARCA2 activ,-1,0,1,-4,7
MBD2 inh,3,-5,-3,-6,-2
ADAM17 inh,-6,0,0,0,0
hcDAF-12 act,-0.9,-0.2,-0.7,-1.1,-0.8
ssDAF-12 act,-0.9,-1.5,-1.4,-1.4,-1.6
PLCg1 inh,0,-3,2,3,-1
hgDAF-12 ag,-4.4,-0.4,-2.1,-1.6,-0.7
DAX1 inh-1,-2.6,1.6,-0.5,1.2,.
PLCb3 inh,0,-4,-5,1,3
NR1D1 modulator,-4,0,2,-1,7
DAX1 inh-2,-2.9,-0.1,-2.8,-0.9,0.6

# Entries above that bear a hit mark in DAX1 inh-2:
no. | smiles | SMARCA2 activ | MBD2 inh | ADAM17 inh | hcDAF-12 act | ssDAF-12 act | PLCg1 inh | DAX1 inh-1 | PLCb3 inh | NR1D1 modulator | DAX1 inh-2
17 | Cc1ccc(C)c(NC(=O)CN(C)C(=O)c2cc3ccccc3oc2=O)c1 | 1 | 3 | 0 | 3.2 | -0.5 | 1 | 1.1 | -2 | 2 | 5.9*

# Next section.
[31] CCCCCCCCCCCCN1[C@@H](CC(C)=O)c2cc(C(F)(F)F)ccc2S1(=O)=O
[32] C=CC1=C(C(=O)O)N2C(=O)[C@@H](NC(=O)/C(=N/OCC(=O)O)c3csc(N)n3)[C@H]2SC1
[33] Cc1nnsc1C(=O)NC(=O)Nc1ccc(F)c(Cl)c1
[34] Cc1ccc(-c2cc(-c3ccccc3Cl)[nH]n2)c(O)c1
[35] CC1(C)SC2c3ccccc3C(=O)N2[C@@H]1C(=O)NC1CCCC1 (stereo partly drawn)
Assay by compound,31,32,33,34,35
SMARCA2 activ,1,-2,-3,8.6*,-2
MBD2 inh,-3,73*,1,-5,-1
ADAM17 inh,-3,-8,-2,9.5*,-1
hcDAF-12 act,0.8,-1.2,-1.5,10*,1.5
ssDAF-12 act,-0.9,-1.5,-1.2,1.4*,-1.0
PLCg1 inh,-1,22*,1,6,1
hgDAF-12 ag,0.8,0.4,-0.8,20*,-1.5
DAX1 inh-1,1.8,-0.3,1.9,6.8*,-0.6
PLCb3 inh,-1,6,-6,5,-14
NR1D1 modulator,-2,-9,-3,1,-5
DAX1 inh-2,-0.4,0.1,0.4,6.0*,0.6

# 6 of the compounds above, as tab-separated lines:
entry	mol	SMARCA2 activ	MBD2 inh	ADAM17 inh	hcDAF-12 act	ssDAF-12 act	PLCg1 inh	hgDAF-12 ag	DAX1 inh-1	PLCb3 inh	NR1D1 modulator	DAX1 inh-2
11	Cc1ccc(OCCCC(=O)Nc2nnc(C3CCCO3)s2)c(C)c1 (stereo not drawn)	1	0	-1	-1.6	-1.4	2	0.9	-0.3	-3	-1	0.6
10	N#CC1=C2SCN(Cc3ccco3)CN2C(=O)CC1c1ccc(Cl)cc1 (stereo not drawn)	2	-4	0	-0.4	-1.1	-13	1.3	-0.5	-16	7	0.3
5	COc1ccc(OC)c(S(=O)(=O)N2CCCC(C(=O)NCc3ccccn3)C2)c1 (stereo not drawn)	-4	-3	-4	-1.4	-0.6	2	1.1	0.1	-8	4	-0.7
2	O=C(O)CCCC(=O)N1CCOCCOCCOCCOCC1	-4	12	-9	3.7	-0.5	2	6.3	0.3	-5	6	0.1
1	COC(=O)c1ccccc1NC(=O)CSc1nc2c(c(=O)[nH]1)CCC2	-3	3	-2	0.2	-1.2	-2	1.1	0.3	-7	1	0.0
4	O=C(COc1ccc2ccccc2c1)NC1=NCCS1	5	-2	0	3.7	0.1	-4	8.3	2.1	-1	-3	1.4

# More structures:
[36] CN(C)c1ccc(P(=O)(OC2CCCCC2)C(Nc2ccccc2)c2cccnc2)cc1 (stereo not drawn)
[37] O=C(OCC(=O)N1CCCc2ccccc21)c1ccccc1NCCO
[38] N/C(=N\OS(=O)(=O)c1ccccc1)c1ccccn1
[39] CCOc1ccccc1C(=O)NCC(=O)NCCSc1ccc(Br)cc1
[40] Cc1c(C(=O)N(Cc2ccccc2Cl)C2CCS(=O)(=O)C2)oc2ccccc12 (stereo not drawn)
[41] COc1ccc(-c2cc(C(=O)N3CCC3)c3ccccc3n2)cc1OC
Assay by compound,36,37,38,39,40,41
SMARCA2 activ,2,-3,-3,-2,-2,-2
MBD2 inh,8,8,-1,-3,3,3
ADAM17 inh,0,i,-14,-10,-1,-8
hcDAF-12 act,-2.2,-1.6,2.7,0.0,-2.0,-1.0
ssDAF-12 act,-1.7,-1.4,-1.3,-0.3,-1.6,-1.1
PLCg1 inh,-2,i,-15,0,4,-158
hgDAF-12 ag,0.2,-2.1,2.1,-2.4,-2.5,-4.3
DAX1 inh-1,.,-0.8,-0.1,-1.1,-1.1,-0.7
PLCb3 inh,-3,i,-14,-9,3,-194
NR1D1 modulator,3,-5,4,0,1,2
DAX1 inh-2,-0.1,0.2,-0.2,-0.7,-1.4,-0.6
